From PubChem
Tb hexokinase: T. brucei hexokinase 1 inhibition; recombinant TbHK1, G6PDH-coupled NADH A340; inhibition, % at 10 µM; 220,000 tested, 0.11% active; AID 1430;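 active = inhibition of 50% or more in the single-dose primary screen; inactive = inhibition below 50%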
m-calpain inh: calpain II (pig) inhibition | AID 1236 | purified calpain II, fluorogenic peptide substrate, 30 min | inhibition, % at 16 µM | 220,000 tested, 0.37% active;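 active = inhibition above about 50%, limit read from the data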
L929 necroptosis: L929 zVAD cell death inhibition. L929 zVAD necroptosis rescue, ATP luminescence, 24 h; with zVAD 60 µM. viability rescue, % at 10 µM. 220,000 tested, 0.38% active. AID 1377;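 active = activation, scaled between plate controls, above about 75%, limit read from the data; inactive = activation under that limit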;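 note: 0% = zVAD with DMSO and 100% = DMSO alone without zVAD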
EP2 mod: modulates human prostaglandin E2 receptor EP2 signaling | EP2-expressing cells, cAMP HTRF FRET, PGE2 co-stimulation | induction, % at 25 µM | 260,000 tested, 0.83% active | P43116;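 active = compounds whose cAMP rise, as percent of the full-agonist control response, exceeds 60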;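 note: rat C6 glioma line stably carrying human EP2 under a CMV promoter; the protocol text gives 20 µM as final concentration; 100% = response of wells given 1 µM PGE2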
Hck-Nef inh: human Hck-Nef kinase inhibition | P08631 | Recombinant Hck-YEEI plus Nef, Z-Lyte FRET kinase assay | inhibition, % at 20 µM | 220,000 tested, 0.68% active | AID 463187;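 active = Hck-Nef kinase inhibition above about 50%, limit read from the data; inactive = inhibition below that limit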;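 note: 0% = DMSO with Hck plus Nef and 100% = Hck alone without Nef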
EP2 antag: inhibitors of human EP2 prostaglandin E2 receptor; inhibition, % at 25 µM; P43116; 260,000 tested, 0.52% active; C6 glioma cells expressing human EP2, cAMP TR-FRET; cells stimulated with saturating PGE2;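 active = percent inhibition above 40 after rounding to a whole number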;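 note: rat C6 glioma host cells with rolipram phosphodiesterase inhibitor present; the protocol text gives 20 µM as final concentration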
eIF4E-4G inh: eIF4E/eIF4G interaction inhibition in translation initiation. P63073+Q04637. TR-FRET eIF4E-eIF4GI(517-606) binding, 2 h. inhibition, % at 21.7 µM. 220,000 tested, 0.37% active. AID 782;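 active = inhibition above about 30%, limit read from the data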;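 note: 0% = full FRET control wells and 100% = background wells lacking eIF4GI fragment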
14-3-3 Bad inh: disrupts binding of bovine 14-3-3 zeta to phospho-Bad peptide; P63103; TR-FRET 14-3-3zeta/Dy647-pBad peptide displacement, 1 h; inhibition, % at 21.7 µM; 220,000 tested, 0.71% active;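 active = inhibition above about 70%, limit read from the data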;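 note: 0% = full 14-3-3 plus peptide FRET controls and 100% = background without 14-3-3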
Rad51 HR inh: Rad51 (human) homologous recombination inhibition; inhibition, % at 10 µM; hRad51 DNA strand exchange, fluorescence dequenching; Q06609; 200,000 tested, 0.085% active;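 active = inhibition above 40% at the single screening dose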;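 note: 0% = DMSO control wells and 100% = blanks with heterologous ssDNA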
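Material: hRad51 filaments on single-stranded DNA; Reagent: Donor/quencher-labelled 47-bp dsDNA substrate; Compound: 10 µM final, single point; Schedule: 37 °C 15-min filament assembly, 30-min compound preincubation, 15-min exchange; Technique: FRET fluorescence, excitation 485 nm, emission 520 nm; Benchmarks: control wells and blank wells on each plate.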
* = called active by the depositor; · = no result given; & = joins results of further samples; [ ] = remark or other dose. Not all compounds are listed (hit frequency here may not be typical).

SMILES	Tb hexokinase	m-calpain inh	L929 necroptosis	EP2 mod	Hck-Nef inh	EP2 antag	eIF4E-4G inh	14-3-3 Bad inh	Rad51 HR inh
CN(C)CCCNc1cn[nH]c(=O)c1Cl	-4.6	-43.7	-0.1	-1.9&2.9	0.8	13.0&-1.7	-2.0	0.9	0.3
COc1ccc(C(C)=O)cc1CN1CCCCC1	-1.6	-7.2	0.4	14.1	-4.7	14.3	-3.4	9.3	1.6
Cn1c(SCC(=O)c2ccccc2)nnc1C1COc2ccccc2O1 (stereo not given)	-4.4	18.9	0.1	-34.5	0.3	15.1	-1.7	5.5	9.0
CCc1ccc(-c2nn(-c3ccccc3)cc2CSC(=N)N)cc1	14.0	26.5	-0.6	-18.7	12.7	8.8	10.7	5.1[fluorescence artefact?]	7.0
Cc1nn(Cc2c(Cl)cccc2Cl)c(C)c1NC(=O)c1sc2ccccc2c1Cl	-9.7	30.5	0.3	-8.9	12.3	7.0	-13.0	14.8	-7.9
CCOc1ccc(N(CC(=O)N2CCCC2)S(=O)(=O)c2c(C)noc2C)cc1	0.8	26.7	-0.4	-37.9	0.7	11.8	-10.1	-0.2	8.4
COc1cccc(/C(O)=C2/C(=O)C(=O)N(CCCN3CCOCC3)C2c2ccncc2)c1 (stereo not given)	-28.2	13.5	0.0	14.8&32.2	0.5	13.4&8.1	-7.2	17.8	1.8
Oc1ccc(/C=N/Nc2ccc(C(F)(F)F)cn2)cc1O	-43.1	-4.5	78.6*	-65.9	46.1	11.3	0.9	-19.0	-9.0
Cc1cc(Cl)cc(Cl)c1OCC(=O)NCc1ccco1	7.5	-125.8	0.7	-5.8	-1.7	7.1	-10.4	-6.1	-3.5
Cc1nc(S(=O)(=O)Nc2ccccc2C(=O)NCC2CC2)cn1C	-4.0	-68.1	0.1	38.5	16.2	6.7	-4.1	10.6	-4.8
Oc1cccc2ccc(/C=C/c3cccs3)nc12	-5.2	-17.9	-1.5	-20.3	-19.3	7.7	-0.7	-18.8	-1.2
CSc1cccc(NCc2ccc([N+](=O)[O-])cc2)c1	-1.3	15.2	-0.9	-13.7	10.2	1.3	6.2	44.6	-9.1
COc1cccc(NC(=O)N(CCN(C)C)C(C)c2cccnc2)c1 (stereo not given)	-12.1	9.0	-0.1	-17.9	23.3	6.5	1.5	-1.1	-10.5
COc1cccc(N2CCN(C(=O)C3C4C=CC5(CN(Cc6ccccc6Cl)C(=O)C35)O4)CC2)c1 (stereo not given)	-9.0	2.9	2.0	16.8	-1.7	2.4	2.1[fluorescence artefact?]	-4.4	-3.1
CCCN1CCC(NC(=O)Nc2cccc3ccccc23)CC1	0.2	-18.4	1.4	14.2	15.8	8.4	-0.8	-6.3	·
O=C(N/N=C/c1ccccn1)c1ccco1	-12.1	-42.8	0.3	20.6	0.0	14.7	4.8	-1.7	-10.6
O=C(C1CCCN(S(=O)(=O)c2cnc[nH]2)C1)N1CCN(c2ccc(Cl)cc2)CC1 (stereo not given)	-3.0	-16.1	0.9	-15.6	16.0	17.7	-1.8	-10.6	6.9
Cc1nc(=O)c(-c2ccccc2)c(C)n1-c1ccc(Br)cc1	-11.2	-310.1	0.7	-9.6	19.8	12.1	-0.3	-5.3	·
O=C(c1cccnc1NCc1ccccc1)N1CCOCC1	-2.8	-58.7	-0.1	0.9	0.2	15.5	0.1	0.9[fluorescence artefact?]	-9.6
Cc1nc(N2CCCCC2)c2sc(=S)n(C)c2n1	-8.2	-37.9	-0.1	19.2	20.6	5.2	-2.6	4.8	3.0
O=C(N/C(=C\c1ccc([N+](=O)[O-])cc1)C(=O)N1CCCCC1)c1ccccc1	-20.2	23.2	2.3	7.2	-1.8	8.0	0.6	2.2	0.4
CC(C)CCn1nnnc1CN1CCN(c2ccc(F)cc2)CC1	-1.2	-29.8	0.0	-12.6	23.6	9.5	-1.2	-8.8	-4.0
Cc1ccccc1C(=O)NNC(=O)/C=C/c1ccccc1	-5.4	16.8	3.0	-1.9	18.2	9.2	-4.1	-13.5	29.8
CCOC(=O)CNC(=O)N1CCCC(C(=O)c2cccc(Cl)c2)C1 (stereo not given)	-2.6	-3.0	0.9	-2.6	17.6	1.1	-3.1	-3.1	-4.2
N#CC1=C(N)NC(SCC(=O)c2ccc(Br)cc2)=C(C#N)C12CCCCC2	-4.8	20.1	·	-46.9	0.1	8.8	1.3[fluorescence artefact?]	-6.9[fluorescence artefact?]	·
COc1ccc(C(=O)NNC(=O)CN2CCC(n3nnc4cc(C)ccc43)CC2)cc1	25.3	-4.2	0.7	12.2	3.9	9.0	4.1	-13.6	3.6
Cc1ccc(-c2cc(C(=O)O)n(-c3ccc(S(N)(=O)=O)cc3)n2)cc1	-3.3	-23.8	4.5	4.5	-3.1	10.8	-0.2	5.3	5.8
O=C(Nc1cn(-c2ccccc2)nc1-c1ccccc1)c1ccccc1	33.8	11.9	0.6	31.2	0.8	1.4	-0.9	-4.2	-1.4
CCCN(Cc1cc2cc(OC)ccc2[nH]c1=O)C(=O)c1ccncc1	-19.1	-126.6	1.2	1.5	1.2	9.9	-2.7	1.3	6.5
CN1CCN(CCCNC(=S)Nc2ccc(F)c(Cl)c2)CC1	-2.6	-19.1	5.0	-14.2	-18.0	7.9	-1.4	-12.2	0.4
COc1ccc(Cl)cc1NC(=O)COC(=O)c1cc(NS(=O)(=O)c2cccs2)ccc1O	-0.6	-78.8	0.4	-65.8	4.4	8.1	21.3	-8.9	9.2
CC(C)OC(=O)C1C(=O)CC(C)(O)C(C(=O)OC(C)C)C1c1cccnc1 (stereo not given)	37.7	-33.9	-0.1	18.5	0.5	7.4	-10.4	-4.3	8.6
C=CCOC(=O)C1=C[C@H](c2cn(C(C)=O)c3ccccc23)[C@@H](CCCO)[C@H](OCC)O1	-10.2	4.6	-0.5	2.0	7.4	24.5	2.2	-2.1	-8.4
COc1ccc(/C=N/OC/C(O)=C(\C#N)c2nc3ccccc3[nH]2)cc1OC	-22.6	-10.0	1.8	-7.7	9.5	8.8	2.5	14.8	-10.5
Cc1cc(/C=C2/SC(=S)N(c3cccc(Cl)c3)C2=O)c(C)n1-c1cccnc1	-5.8	·	-0.1	·	-1.0	14.7	·	·	-53.9
O=S1(=O)N=C(N(CCO)/N=C/C=C/c2ccccc2)c2ccccc21	-12.1	-2.1	1.9	72.2*	0.1	10.3	-1.3	-18.2[fluorescence artefact?]	4.8
CN(C)CCCN(C(=O)COc1ccccc1)c1nc2ccc(Cl)cc2s1	5.8	1.9	1.2	-51.7	-33.0	4.1	-3.8	2.0	14.2
Cc1nc2c(-c3ccc(F)cc3)c(C)nn2c(N2CCOCC2)c1C	-8.3	1.4	0.3	-11.3	1.9	12.5	-0.2	6.7	0.1
Cc1nn2c(NC(C)C)c3c(nc2c1-c1ccccc1)CCC3	-13.7	13.4	0.7	-26.6	16.1	7.2	1.8	7.3	-1.0
CCS(=O)(=O)N1CCN(c2ccccn2)CC1	2.4	3.4	0.7	2.4	-0.5	9.1	-12.3	-0.4	2.7
COc1ccc(N2C(=O)C3CCCN3C2c2ccccc2F)cc1 (stereo not given)	-4.7	-29.2	-0.3	11.2	0.7	4.0	1.3	9.8	-1.8
O=C(COc1ccc(Cl)cc1)Nc1ccccc1N1CCOCC1	-0.6	5.3	0.4	-14.4&-15.5	1.8	6.5&10.4	2.3	1.1	7.5
Cc1cccnc1NC(=O)Nc1cccc(C(F)(F)F)c1	-0.5	19.9	0.1	21.0	2.6	5.4	-10.4	-3.2	-9.7
Cn1c(CNC(=O)c2ccco2)nnc1SCC(=O)Nc1cccc(F)c1	1.2	-8.1	11.6	19.6	16.4	6.9	-0.6	-10.3	2.4
CN(C)C(=O)COC(=O)c1ccccc1OCC(=O)Nc1ccc(SC(F)F)cc1	-3.3	-5.8	0.3	-14.1	12.8	20.5	-1.8	-7.7[fluorescence artefact?]	9.1
c1cc2c(cc1-c1cnc3n1CCC3)OCCO2	17.9	-56.4	11.3	4.9	6.4	11.8	1.2[fluorescence artefact?]	1.6	-0.3
COc1ccc(C=Nc2cccc3c(=O)[nH][nH]c(=O)c23)c2ccccc12	-24.7	-38.3	0.2	16.3	1.1	4.2	0.4	-2.6	-4.0
CCOC(=O)Cc1c(Sc2ccccc2)c2cc(C)ccc2n1C	3.6	-1.4	0.4	43.2	3.2	8.2	-2.4[fluorescence artefact?]	3.2	-4.1
CC(=O)NC12CC3CC(CC(CC(=O)O)(C3)C1)C2	-10.1	-6.1	-1.1	18.7	1.0	0.7	-0.5	4.2[fluorescence artefact?]	7.2
O=C1C2C3c4ccccc4C(c4ccccc43)C2C(=O)N1Cc1cccnc1 (stereo not given)	-0.6	-11.3	0.1	21.3	1.4	27.3	-2.6	11.4[fluorescence artefact?]	3.8
COc1ccc(NC(=O)c2ccc(COc3ccc(C)cc3)o2)cc1	2.2	28.1	0.8	-83.5&-53.1	11.9	6.4&5.6	-0.1	10.1	6.2
CCn1cc(C(=O)N2CCN(c3ccc(F)cc3)CC2)c2cc(OC)c(OC)cc2c1=O	-1.7	0.1	-1.1	4.3	-1.0	4.0	1.0	5.7	-3.2
Cc1nnc(SCC(=O)Nc2cccc(C(F)(F)F)c2)n1Cc1ccco1	-0.8	-8.7	1.4	-2.5&10.1	-1.5	6.8&13.7	3.9	4.4	9.4
COc1cccc(-c2cc(=O)c3cc(NC(=O)c4ccc(Cl)cc4)ccc3[nH]2)c1	3.4	-53.0	36.5	13.4	11.7	16.6	10.6	42.7[fluorescence artefact?]	-2.4
Cc1ccc(C2C(C(=O)c3ccco3)=C(O)C(=O)N2c2ncccn2)cc1 (stereo not given)	-28.0	-9.7	0.1	27.0	-17.0	21.1	3.4	2.8	5.8
COc1ccc(NC(=O)Cn2c(=O)n(CC3CCCO3)c(=O)c3ccccc32)c(OC)c1 (stereo not given)	2.4	-18.4	0.0	12.9	20.0	4.1	2.2	-27.4	1.1
O=C(C1=C[C@H](c2ccc(C(F)(F)F)cc2)C[C@H](OCc2ccc(CO)cc2)O1)N1CCCCCCC1	-7.9	45.3	0.2	-3.8	4.3	·	2.2	2.6	·
CCCC(=O)Nc1ccc(C(=O)N2CCCC2)cc1	-2.7	-10.9	-0.3	26.9	-1.4	6.2	-17.1	-2.9	-5.9
CC(C)(C)NC(=S)N/N=C\c1ccc(-c2ccc([N+](=O)[O-])cc2)o1	-19.3	-20.9	1.1	-10.8	1.5	9.8	-5.5	-11.8	-317.1
CCC(=O)c1cn(CC(=O)NCc2ccco2)c2ccccc12	-2.6	-10.1	0.5	-19.7&-0.3	0.6	10.6&25.2	1.0	-1.9	1.5
O=S(=O)(Nc1ccc(O)c(Sc2nc3ccccc3s2)c1)c1cccc2ccccc12	-4.1	1.4	1.1	-7.1	-0.9	6.3	3.9	2.4[fluorescence artefact?]	2.9

Only 14-3-3 Bad inh and Tb hexokinase, for some of the entries so far:
SMILES	14-3-3 Bad inh	Tb hexokinase
COc1ccc(NC(=O)c2ccc(COc3ccc(C)cc3)o2)cc1	10.1	2.2
CCn1cc(C(=O)N2CCN(c3ccc(F)cc3)CC2)c2cc(OC)c(OC)cc2c1=O	5.7	-1.7
Cc1nnc(SCC(=O)Nc2cccc(C(F)(F)F)c2)n1Cc1ccco1	4.4	-0.8
